Screening results deposited in PubChem BioAssay by several laboratories.
MEX-5 binding: C. elegans MEX-5 TCR-2 RNA binding activity. MEX-5/FITC-TCR2 RNA binding, fluorescence polarization; stronger effect = lower value. activity score (negative = inhibition of binding), % at 10 µM. 300,000 compounds, 0.38% hits;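 active = inhibition past about -25% in most replicates, and total fluorescence under double the plate's negative control median, limit read from the data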;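 also: 0% = DMSO and -100% = 5 µM competing unlabeled TCR2 RNA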
PME-1 primary: blocks human protein phosphatase methylesterase 1; Q9Y570; recombinant PME-1, FP-Rh probe fluorescence polarization; inhibition, % at 5.9 µM; 320,000 compounds, 0.53% hits; AID 2130;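 active = inhibition above the campaign mean of all compounds plus 3 SD, cut at about 26% in these data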;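 also: competitive labeling of PME-1 active site by serine hydrolase directed probe; 0% = PME-1 with DMSO and 100% = wells lacking PME-1 enzyme; inhibitors block probe labeling so polarization falls and inhibition rises; many of its hits are not listed in these tables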
Target sequence (Q9Y570 whole entry, looked up): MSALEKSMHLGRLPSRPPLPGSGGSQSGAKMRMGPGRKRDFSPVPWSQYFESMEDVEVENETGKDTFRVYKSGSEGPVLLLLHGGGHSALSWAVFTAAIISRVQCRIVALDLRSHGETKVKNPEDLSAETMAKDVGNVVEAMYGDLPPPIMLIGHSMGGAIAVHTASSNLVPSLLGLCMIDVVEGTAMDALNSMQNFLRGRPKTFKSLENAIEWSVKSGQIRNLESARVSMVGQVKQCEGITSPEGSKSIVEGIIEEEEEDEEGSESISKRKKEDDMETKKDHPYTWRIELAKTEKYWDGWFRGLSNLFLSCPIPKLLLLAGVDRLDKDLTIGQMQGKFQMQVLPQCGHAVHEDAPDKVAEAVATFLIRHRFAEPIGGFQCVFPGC
Efflux pump inh: inhibitors of Candida antifungal efflux pumps expressed in yeast; S. cerevisiae Candida pump triplex, Nile Red efflux; inhibition, % at 10 µM; 330,000 compounds, 0.44% hits; AID 485275;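 active = plate passing quality check with inhibition over a set limit, or well fluorescence over plate mean plus 4 SD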;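 also: Nile Red retained in pooled yeast measured as flow cytometry median fluorescence; 0% = buffer negative control and 100% = Enniatin B positive control; higher means more Nile Red kept so more efflux inhibition; some compounds called inactive have numbers as strong as hits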
Fam108B inh: counter-screen for RBBP9 inhibitors: inhibitors of mouse Fam108B; 300,000 compounds, 0.33% hits; inhibition, % at 9.51 µM; AID 1947; recombinant Fam108B, FP-Rh probe fluorescence polarization;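 active = inhibition above the screen mean inhibition plus 3 SD, computed separately per campaign, cut at about 18% in these data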;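 also: inhibitors lower polarization as less probe binds the enzyme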
MCL1-BIM inh: inhibitors of human MCL1 binding to BIM-BH3 peptide. GST-MCL1 / FITC-Bim-BH3 fluorescence polarization. inhibition, % at 10.9 µM. 320,000 compounds, 0.68% hits. AID 2057;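 active = inhibition above the mean inhibition of all tested compounds plus 3 SD, set per campaign, cut at about 40% in these data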;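 also: 0% = DMSO wells and 100% = unlabeled Bim-BH3 peptide control; higher means more loss of mP so more displacement of Bim peptide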
VLA-4 inh: inhibition in a human VLA-4 binding assay; P13612; VLA-4 expressing cells, ligand binding flow cytometry; inhibition, % (about 7 µM as worked out from the volumes in the protocol); 330,000 compounds, 0.2% hits; in the data active = inhibition above about 50%
GLD-1 TGE inh: GLD-1-TGE RNA interaction inhibition (C. elegans); Q17339; purified GLD-1 + fluorescein TGE RNA, fluorescence polarization; inhibition, % at 5.96 µM; 320,000 compounds, 0.44% hits; AID 2280;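 active = percent inhibition above a per-plate cutoff, the plate mean of test compounds plus 3 SD, cut at about 30% in these data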;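 also: 0% = DMSO wells with GLD-1 and probe and 100% = wells lacking GLD-1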
Target sequence (Q17339 whole entry, looked up): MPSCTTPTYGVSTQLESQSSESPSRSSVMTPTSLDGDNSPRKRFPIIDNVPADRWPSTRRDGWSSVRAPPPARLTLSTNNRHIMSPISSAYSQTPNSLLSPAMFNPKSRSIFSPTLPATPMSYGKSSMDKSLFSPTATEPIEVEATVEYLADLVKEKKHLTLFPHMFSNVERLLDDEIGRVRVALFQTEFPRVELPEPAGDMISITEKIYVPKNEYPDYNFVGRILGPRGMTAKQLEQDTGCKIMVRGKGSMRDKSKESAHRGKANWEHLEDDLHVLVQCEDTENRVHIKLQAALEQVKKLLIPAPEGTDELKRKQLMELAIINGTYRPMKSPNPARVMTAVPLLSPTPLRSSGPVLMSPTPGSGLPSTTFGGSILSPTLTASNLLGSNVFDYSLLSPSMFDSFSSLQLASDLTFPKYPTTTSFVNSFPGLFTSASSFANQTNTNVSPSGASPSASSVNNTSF
BCLXL inh: inhibitors of human Bcl-xL | Q07817 | GST-Bcl-xL / FITC-Bim BH3 peptide fluorescence polarization | inhibition, % at 10.9 µM | 320,000 compounds, 0.7% hits;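 active = inhibition above the mean of all tested compounds plus 3 SD, cutoff set per campaign, cut at about 30% in these data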;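 also: 0% = DMSO wells and 100% = unlabeled Bim-BH3 peptide competitor; inhibitors lower millipolarization by displacing the labeled peptide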
Target sequence (Q07817 whole entry, looked up): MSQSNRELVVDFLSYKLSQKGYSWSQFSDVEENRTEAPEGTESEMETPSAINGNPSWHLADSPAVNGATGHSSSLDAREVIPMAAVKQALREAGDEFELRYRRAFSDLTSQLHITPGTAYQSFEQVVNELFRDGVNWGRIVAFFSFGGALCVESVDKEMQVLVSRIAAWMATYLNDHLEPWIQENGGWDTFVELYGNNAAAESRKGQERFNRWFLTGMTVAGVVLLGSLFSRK
GRK2 aptamer HTS: inhibitors of human GRK2 displacing RNA aptamer; bead flow cytometry, FAM-aptamer displacement from GRK2; inhibition of aptamer binding, % at 10 µM; 330,000 compounds, 0.59% hits; AID 488847;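 active = inhibition of aptamer binding above 40%, roughly 3 SD of noise, on plates passing a quality check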;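 also: median bead fluorescence of bound FAM aptamer so fluorescent compounds give negative values; no value below 0 was filed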
Numbers without * were called inactive; / = not tested or not shown. These rows are one share of the data; rates above refer to the full screens.

SMILES	MEX-5 binding	PME-1 primary	Efflux pump inh	Fam108B inh	MCL1-BIM inh	VLA-4 inh	GLD-1 TGE inh	BCLXL inh	GRK2 aptamer HTS
O=C(NCC(=O)N(c1ccccc1F)C(C(=O)NC1CCCC1)c1cccnc1)c1ccco1 (stereo not given)	1.6	1	-0.6	-2	-8	5	0	1	1
Cc1cc(Br)ccc1OCCN1CC(C)OC(C)C1 (stereo not given)	-1.1	-1	0.0	-2	4	13	2	9	2
O=C(COc1ccc2cc(-c3ccccc3)c(=O)oc2c1)NCC1CCC(C(=O)O)CC1 (stereo not given)	-2.0	7	0.1	1	-9	42	-1	-2	3
COc1ccc(-c2cc(C(=O)NCCCn3ccnc3)no2)cc1OC	-6.8	-1	0.0	-3	8	8	2	1	4
NNC(=S)Nc1ccc(S(=O)(=O)N2CCOCC2)cc1	-0.1	1	-0.1	0	4	-1	7	1	0
Cc1nn(C)c(C)c1S(=O)(=O)N1CCCC(C(=O)N2CCN(c3ccccc3)CC2)C1 (stereo not given)	1.4	-8	0.0	-6	3	-2	-2	5	82*
COc1ccc(C(C(=O)NC2CCCC2)N(C(=O)c2ccco2)c2cc3c(cc2C(C)=O)OCO3)cc1OC (stereo not given)	-0.2	9	0.0	0	0	-2	5	0	5
CCN(CC)CCN1C(=O)c2cccc3cc(N)cc(c23)C1=O	-69*	8	0.1	3	158*	-45	72*	124*	0
OCCN1C2=NCCCN2c2ccccc21	-0.1	-4	-0.2	2	-3	-6	-3	3	5
CC1CC(C)CN(S(=O)(=O)c2cccc3cccnc23)C1 (stereo not given)	-0.9	7	0.3	-2	4	6	-5	2	0
COc1ccccc1S(=O)(=O)Cc1ccc(C(=O)N2CCOCC2)o1	0.3	-3	0.1	1	-9	13	5	-4	1
Cc1noc(NC(=O)c2cccc(Cl)c2Cl)c1C#N	-0.2	-1	0.0	1	-2	4	5	6	2
COc1ccc(/C=C2/C(=O)ON=C2c2ccccc2)cc1OC	2.2	-7	0.0	0	-10	14	-3	-1	2
O=C(CCc1ccccc1)NNC(=O)c1ccccc1F	0.4	-1	0.0	-1	-1	13	1	4	0
N#CC1=C(N)OC2=C(C(=O)CCC2)C1c1ccc2c(c1)OCO2 (stereo not given)	-0.8	0	0.0	1	2	8	-4	3	1
C[C@H](NC(=O)c1nc[nH]c1C(=O)NCc1ccc(CNC(=O)OC(C)(C)C)cc1)C(=O)OC(C)(C)C	1.8	-4	0.1	0	9	-2	5	6	0
CCc1nc2ccccc2c(=O)n1NC(=O)c1c(O)c2cccc3c2n(c1=O)CCC3	0.5	-2	0.5	1	3	2	-3	5	0
O=C(O)CCCCCNC(=O)OCC1c2ccccc2-c2ccccc21	1.3	-4	0.0	-2	6	-13	-3	2	0
N#CC(C#N)=C(N)/C(C#N)=C/c1cc(O)c(O)c(O)c1	/	-7	0.3	-1	16	11	-6	13	2
O=c1c2cnn(-c3ccccc3)c2ncn1Cc1cccnc1	0.3	2	0.0	0	10	-5	0	9	3
COc1cc(/C=N\NC(=O)CC#N)ccc1OC/C=C/c1ccccc1	-4.1	/	0.0	/	/	-11	/	/	0
Cc1cccc(Cc2c(C)nc3c(C(=O)N4CCN(Cc5ccc6c(c5)OCO6)CC4)cnn3c2C)c1	-2.4	2	0.4	6	9	2	0	1	2
CCC(C)NCCOCCOc1cc(C)c(Cl)c(C)c1 (stereo not given)	-0.4	4	-0.1	-5	3	5	-1	2	0
CC1Cc2ccccc2N1C(=O)NC1CC(=O)N(c2ccc3c(c2)OCCO3)C1 (stereo not given)	-0.2	-2	0.0	4	-2	6	1	-4	0
O=C(CSC1=NS(=O)(=O)c2cc(F)ccc2N1)NCc1ccccc1	-3.7	1	0.2	-2	7	12	2	5	1
Clc1ccccc1/C=N/N1CCN(Cc2ccccc2)CC1	1.2	0	0.1	0	34	-6	2	3	2
COCC(=O)N(CCc1ccccc1)Cc1cc2cc(C)ccc2nc1Cl	-2.1	3	0.1	4	4	1	2	1	2
Cc1ccc(C(=O)N/N=C\C2CC=CCC2)cc1[N+](=O)[O-] (stereo not given)	-4.0	-1	0.0	1	-4	-14	-3	-7	0
CCOC(=O)c1cncc(O)c1	-0.5	5	0.2	9	11	8	-4	10	1
Cn1c(=O)c2c(ncn2CC(=O)Nc2nc(-c3ccc(F)c(F)c3)cs2)n(C)c1=O	2.2	-11	-0.2	-29	-3	2	12	2	1
C=CCNC(=O)c1onc(CSc2ccc(Cl)cc2)c1C(=O)NCC=C	-1.6	-4	0.0	5	11	-5	-2	7	4
COc1cc(OC)cc(-c2c(-c3ccc(F)cc3)c3cc(-c4ccc(OC)nc4)ccc3n2C)c1	/	/	-0.2	/	/	8	-4	/	0
Cn1c(SCC(=O)N2CCCCCC2)nc2c([nH]c3ccccc32)c1=O	1.6	5	0.0	-6	-3	9	-4	0	0
CCC(=O)Nc1nnc(CSCc2ccc(F)cc2)s1	2.9	1	-0.2	5	4	18	2	4	0
O=C(NNS(=O)(=O)c1ccccc1)c1cnn(-c2ccccc2)c1-n1cccc1	-4.7	-5	0.0	0	3	-3	-5	3	1
O=c1[nH][nH]cc1C=Nc1ccc(Cl)cc1	-0.6	0	0.1	5	12	-5	7	6	0
Cc1ccc(-n2nc3c(c2NC(=O)C(C)C)CS(=O)(=O)C3)c(C)c1	-0.7	-2	0.0	-4	-2	19	-7	4	0
C[C@H]1COC(=O)CC/C=C\C[C@H](CC(=O)N(CCO)Cc2ccccc2)C(=O)N1	/	/	-0.5	/	/	5	2	/	3
Cc1ccc(C(=O)NCCONC(=O)c2ccc(C)cc2)cc1	-1.5	-1	0.0	0	3	1	-6	-1	0
CN(C)CCCC1(O)c2ccccc2C=Cc2ccccc21	-0.7	-3	0.0	4	-4	7	-1	-1	16
CC(C)(C)NC(=O)c1ccncc1	1.3	-8	-0.1	-3	2	-2	-4	1	2
CCc1c(C2(O)CCCCC2)[nH]c2cnccc12	/	0	0.0	/	0	12	4	-6	0
CCOc1cc2c3c(c1)C1(C(=O)N3C(C)(C)C=C2C)C(C#N)=C(N)Oc2cc(O)ccc21 (stereo not given)	0.5	10	0.0	0	3	24	3	1	4
CC(C)(C)c1ccccc1NC(=O)c1ccc(-n2cncn2)c([N+](=O)[O-])c1	-2.1	3	0.1	0	-14	-38	2	-6	1
CCN(C(=O)COC(=O)c1ccc(C=O)cc1)c1c(N)n(Cc2ccccc2)c(=O)[nH]c1=O	/	-3	0.1	/	3	17	-2	-1	2
CC(C)N(C(=S)NCc1ccccc1)C(C)C	0.1	1	-0.2	-3	8	20	2	1	0
Cc1cc(-c2nnc(SCC(=O)Nc3ccccc3)n2C)no1	-2.0	9	0.0	3	-3	-5	10	1	0
O=C(CNc1cccc(S(=O)(=O)N2CCCC2)c1)Nc1cccc(Br)c1	-5.2	1	-0.1	-2	-1	1	2	7	0

In the list so far, these have a COOH group.
SMILES	MEX-5 binding	PME-1 primary	Efflux pump inh	Fam108B inh	MCL1-BIM inh	VLA-4 inh	GLD-1 TGE inh	BCLXL inh	GRK2 aptamer HTS
O=C(COc1ccc2cc(-c3ccccc3)c(=O)oc2c1)NCC1CCC(C(=O)O)CC1 (stereo not given)	-2.0	7	0.1	1	-9	42	-1	-2	3
O=C(O)CCCCCNC(=O)OCC1c2ccccc2-c2ccccc21	1.3	-4	0.0	-2	6	-13	-3	2	0

Carrying on.
SMILES	MEX-5 binding	PME-1 primary	Efflux pump inh	Fam108B inh	MCL1-BIM inh	VLA-4 inh	GLD-1 TGE inh	BCLXL inh	GRK2 aptamer HTS
O=C1/C(=C/c2cccc(Br)c2)SC(=S)N1CCC(=O)N(CCO)c1ccccc1	-0.3	-4	-0.1	-3	14	-8	-10	6	0
O=C(Nc1ccc(Cl)cc1)Nc1ccc(N2CCCC2)c(S(=O)(=O)Nc2ccccc2Cl)c1	1.3	20	0.4	8	-1	23	-5	3	0
COc1cc(O)cc2cc3c(c(O)c12)C(=O)CC(C)(O)O3 (stereo not given)	/	1	-0.2	-4	43*	18	34*	38*	0
COc1ccc(N2CCN(C(=O)c3ccc(S(=O)(=O)N4CCCC4)cc3)CC2)cc1	3.3	-4	0.1	0	1	-6	-3	-1	0
COc1cccc2sc3cc(C#CC4(O)CCCCC4)ccc3c(=O)c12	/	/	0.3	/	/	4	3	/	1
Cc1ccc(N2CC(O)=C(c3ccccc3)C2=N)cc1	-0.7	-2	0.0	2	0	39	2	2	0
O=C(Cc1ccc(Cl)cc1)SCc1ccccc1	/	-4	0.0	/	-4	15	-7	1	0
Cc1ccsc1C(C(=O)NC(C)(C)C)N(Cc1ccco1)C(=O)c1csnn1 (stereo not given)	-3.8	0	0.1	3	9	0	3	5	1
CC(C)Cc1nc(SCC(=O)Nc2nnc(CC(C)C)s2)n[nH]1	2.1	-4	-0.2	1	7	-2	6	3	3
O=C(Nc1ccc(-c2cn3ccsc3n2)cc1)C1CC1	1.9	-6	0.0	-3	-14	0	1	0	0
Nc1ccc(C(=O)c2cccs2)cn1	-0.7	-6	0.1	4	5	13	-4	4	1
Cc1nnc(SCC(=O)Nn2cnnc2)s1	0.3	-1	0.0	-1	-1	-1	1	6	2

Retrieved one by one from above:
SMILES	MEX-5 binding	PME-1 primary	Efflux pump inh	Fam108B inh	MCL1-BIM inh	VLA-4 inh	GLD-1 TGE inh	BCLXL inh	GRK2 aptamer HTS
Cc1ccsc1C(C(=O)NC(C)(C)C)N(Cc1ccco1)C(=O)c1csnn1 (stereo not given)	-3.8	0	0.1	3	9	0	3	5	1
COc1cccc2sc3cc(C#CC4(O)CCCCC4)ccc3c(=O)c12	/	/	0.3	/	/	4	3	/	1
O=C(Nc1ccc(-c2cn3ccsc3n2)cc1)C1CC1	1.9	-6	0.0	-3	-14	0	1	0	0
Cc1ccc(N2CC(O)=C(c3ccccc3)C2=N)cc1	-0.7	-2	0.0	2	0	39	2	2	0
CC(C)Cc1nc(SCC(=O)Nc2nnc(CC(C)C)s2)n[nH]1	2.1	-4	-0.2	1	7	-2	6	3	3

Later entries.
SMILES	MEX-5 binding	PME-1 primary	Efflux pump inh	Fam108B inh	MCL1-BIM inh	VLA-4 inh	GLD-1 TGE inh	BCLXL inh	GRK2 aptamer HTS
CS(=O)(=O)N(CC(=O)N1CCOCC1)c1ccccc1Br	1.0	/	-0.1	/	/	-4	/	/	1
NC(=O)C1CCN(C(=O)c2ccccc2SCC(=O)NCC2CCCCC2)CC1	-6.7	3	2.6	4	-8	-10	-2	1	0
Cc1cc(=O)[nH]c2ccccc12	4.1	-4	0.0	-1	-5	-2	-3	0	1
O=[N+]([O-])c1ccccc1/C=N/n1c(C2CCCCC2)n[nH]c1=S	1.7	-4	-0.1	4	-26	5	2	-30	2
Cc1cc(OCC(=O)Nc2cnn(CCCC(=O)O)c2)ccc1Cl	0.4	-8	-0.1	0	8	-14	7	4	3
NC(=O)c1cccc(CS(=O)(=O)c2ccc(Cl)cc2)c1	-0.4	-5	-0.1	0	1	5	2	-1	0
CCOc1c(Cl)cc(CNCc2ccncc2)cc1OC	-3.5	-1	-0.2	0	8	4	2	7	0
